# RECQ1 inh – RECQ1 (human) helicase inhibition. AID 2549. Potency, µM (top dose mostly 57.3 µM), without a hit: top-dose activity, negative = inhibition, hits mostly inhibitors. 240,000 tested, 0.54% active. P46063. RECQ1 DNA unwinding, red fluorescence kinetic read;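 further: plate controls were vehicle for no effect and no enzyme for full effect; nearly all actives have a fitted effect of over 30% in size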
# Target sequence (P46063 whole entry, looked up): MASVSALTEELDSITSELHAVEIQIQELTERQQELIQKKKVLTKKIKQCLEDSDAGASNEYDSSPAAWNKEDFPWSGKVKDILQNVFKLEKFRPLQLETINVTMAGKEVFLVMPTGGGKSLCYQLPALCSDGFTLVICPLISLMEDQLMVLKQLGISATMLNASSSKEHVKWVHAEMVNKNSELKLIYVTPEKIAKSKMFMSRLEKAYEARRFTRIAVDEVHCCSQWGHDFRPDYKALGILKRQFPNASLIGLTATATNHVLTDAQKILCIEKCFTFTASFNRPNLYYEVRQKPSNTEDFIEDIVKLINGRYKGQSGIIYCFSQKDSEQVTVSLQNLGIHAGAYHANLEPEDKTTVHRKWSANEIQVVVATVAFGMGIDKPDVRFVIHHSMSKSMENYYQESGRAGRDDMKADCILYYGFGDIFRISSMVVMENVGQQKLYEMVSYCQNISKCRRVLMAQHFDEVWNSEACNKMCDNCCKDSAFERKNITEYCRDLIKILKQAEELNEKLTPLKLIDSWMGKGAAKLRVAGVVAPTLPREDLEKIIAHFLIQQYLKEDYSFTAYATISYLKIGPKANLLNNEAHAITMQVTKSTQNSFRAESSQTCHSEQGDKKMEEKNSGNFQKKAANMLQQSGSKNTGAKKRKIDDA
#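 RECQ1T1 50 nM; forked duplex (20 bp + 30-nt ss tails) 200 nM, ATP 2 mM final; pH 8.0, 2 mM MgCl2, 2.5 ug/ml poly(dI-dC); 15 min compound preincubation; discontinuous kinetic read over 2 h at RT.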
# TRb-SRC2 inh – TRbeta-SRC2 interaction inhibition | P10828 | TRbeta-SRC2 peptide binding, fluorescence polarization; receptor liganded with 1 µM T3 | Potency, µM (titrated, usually from 106 µM), inactives show top-dose activity change, negative = inhibition, most hits filed as inhibitors | 280,000 tested, 0.065% active | AID 1469;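 further: plate controls were bound peptide for no effect and peptide without receptor for full effect; nearly all actives have a fitted effect of over 50% in size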
#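 A fluorescence polarization screen tested compounds at multiple concentrations against complex formation between 0.6 uM TRb ligand-binding domain and 20 nM Texas Red SRC2 peptide, with 1 uM T3 present; readout after 5 hr.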
# TR SRC2 fluor cs – counter-screen for TRb-SRC2 inhibitors: fluorescence interference. TRb/SRC2 Texas Red total fluorescence interference. Potency, µM (highest dose often 106 µM), inactives show top-dose fluorescence change, negative = quenching. 280,000 tested, 0.29% active. AID 1479; active means well fitted curve in either direction with a large enough effect; inconclusive means small, poorly fitted or top-dose-only effect; further: on the % scale 0 is the no-effect control and ±100 the full control effect
#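 Human TRβ ligand-binding domain (0.6 uM) and Texas Red SRC2 peptide (20 nM) in Tris buffer with 1 uM T3 and 5% DMSO were incubated with pinned compound for 5 hr at ambient temperature. Total fluorescence was computed as S + 2P (555/632 nm).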
# Tau fibril FP – blocks human tau fibril formation measured by polarization | 280,000 tested, 0.39% active | AID 1468 | P10636 | K18 P301L tau heparin fibrillization, Alexa594 FP, 6 h | Potency, µM (top dose mostly 57.7 µM), for inactives: top-dose activity, negative = inhibition, hits mostly inhibitors; further: on the % scale 0 is the no-effect control and ±100 the full control effect; nearly all actives have a fitted effect of over 55% in size
# Target sequence (P10636 561-689 P618L limits assumed): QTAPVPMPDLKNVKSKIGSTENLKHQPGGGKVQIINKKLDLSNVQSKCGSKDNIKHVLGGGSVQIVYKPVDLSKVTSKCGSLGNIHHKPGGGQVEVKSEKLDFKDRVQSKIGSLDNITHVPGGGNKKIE
#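 K18 P301L tau (15 uM unlabeled/0.24 uM Alexa 594-labeled, final) + compound + heparin 20 uM final; 100 mM NaOAc pH 7; 6 hr 37 C; ThT 30 uM final added, 1 hr RT; FP ex 555/em 632 nm.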
# HTT cytoprotect – cytoprotection in Huntington HTT-Q103 PC12 cell model | PC12 HTT-Q103 induced, cytoprotection, ATP luminescence, 40 h | 230,000 tested, 0.14% active | Potency, µM (highest dose often 56.4 µM), inactives show cytoprotection (ATP increase), most hits filed as activators;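 further: % of control where 0% means no effect; nearly all actives have a fitted effect of over 45% in size; toxic huntingtin expression switched on by the ecdysone agonist tebufenozide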
#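 Compounds added alongside 100 nM tebufenozide, which induces toxic Q103 huntingtin exon 1-GFP in stable PC12 cells; surviving cells quantified by luminescent ATP measurement. Medium: phenol red-free DMEM, 5% equine and 5% calf serum.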
# L3MBTL1 block – blocks human L3MBTL1; 230,000 tested, 0.66% active; Potency, µM (titrated, usually from 57.1 µM), inactives show at the top dose activity, negative = inhibition, usual class: inhibitors; AlphaScreen L3MBTL1–H3K9me1 peptide binding; further: on the % scale 0 is the no-effect control and ±100 the full control effect; nearly all actives have a fitted effect of over 60% in size
#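 First, the protein-peptide complex forms for 30 min at room temperature (L3MBTL1 50 nM, biotinylated H3K9me1 peptide 75 nM). Next, compounds are pin-transferred and incubated 30 min. Finally, AlphaScreen beads are added and read after 30 min.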
# Tau fluor cs – counter-screen for tau fibril formation inhibitors; tau K18 P301L Alexa594 fluorescence, heparin fibrillization; Potency, µM (series often up to 57.7 µM), inactives show top-dose activity change, negative = decrease; 280,000 tested, 0.93% active; AID 1463; further: on the % scale 0 is the no-effect control and ±100 the full control effect; nearly all actives have a fitted effect of over 55% in size
#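 Human K18 P301L tau (15 uM unlabeled plus 0.24 uM Alexa 594-labeled, final) in 100 mM sodium acetate pH 7 was mixed with compound and 20 uM heparin and incubated 6 hr at 37 C.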
# Tau fibril ThT – tau fibrillization inhibition (ThT binding); recombinant tau K18 P301L, heparin-induced fibrillization, ThT fluorescence; Potency, µM (series often up to 57.4 µM), inactives show at the top dose activity, negative = inhibition, usual class: inhibitors; P10636; 270,000 tested, 2.1% active; further: on the % scale 0 is the no-effect control and ±100 the full control effect; nearly all actives have a fitted effect of over 55% in size
#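 Using a mix of unlabeled (15 uM) and Alexa 594-labeled (0.24 uM) tau K18 P301L, heparin-triggered fibrillization over 6 hr at 37 C was scored by ThT fluorescence.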
# * marks the source's active call; other numbers are inactive results; i = inactive; ? = inconclusive; · = no result given; [ ] = remark or other dose. Unless noted, the call rests on the fitted dose curve; in most records, active means well fitted curve in the direction sought with a large enough effect; inconclusive means small, poorly fitted or top-dose-only effect, or another doubt; inactive means no such curve, though single readings can be large; an effect the other way counts as inactive or inconclusive. Potency means the concentration at half of the fitted maximal effect. Not all compounds are listed, so the mix of outcomes need not match the whole.
SMILES,RECQ1 inh,TRb-SRC2 inh,TR SRC2 fluor cs,Tau fibril FP,HTT cytoprotect,L3MBTL1 block,Tau fluor cs,Tau fibril ThT
COc1ccc(Cc2nnc(SCc3nc4ccccc4c(=O)[nH]3)o2)cc1,i,-1%,0%,2%,17%[10 µM],-2%,-8%,-7%
CCC(C)C(=O)Nc1nc(-c2ccc3c(c2)NC(=O)CO3)cs1 (centres undefined),-9%,-5%,-2%,5%,-43%[inhibitor],-13%,-18%,-3%
COc1cccc(-c2nc(CS(=O)(=O)CC(=O)N3CCc4ccccc4C3)c(C)o2)c1,-1%,-14%,-1%,-2%,6%,-7%,-11%,?
Cc1nc2c(-c3ccc(F)cc3)c(C)nn2c(C)c1CCC(=O)NCc1ccc(Cl)cc1,·,-6%,0%,-6%,·,·,-15%,2%
NS(=O)(=O)c1ccc2c(c1)C1C=CCC1C(C1CC=CCC1)N2 (centres undefined),-14%,-1%,4%,?,-17%,·,28µM*[quencher],35µM*
CC(C)Nc1nc(NC(C)C)nc(N(C)N)n1,-3%,2%,1%,-4%,9%,·,-6%,-8%
CCc1ccc2[nH]c3nc(SCc4nnc(-c5ccc(C)cc5)o4)nnc3c2c1,1%,-3%,-7%,-4%,-27%[10 µM],-1%,-9%,-4%
COC(=O)c1cc(-c2ccc(OC)c(OC)c2)on1,-19%,2%,-1%,-2%,-7%[10 µM],4%,-5%,-13%
CC(=O)Nc1ccc(NC(=O)Nc2ccc(C)c(C)c2)cc1,i,-5%,-5%,1%,·,-3%,-11%,-17%
COc1ccc(OCC(=O)OC2CCN(C)CC2)cc1,6%,-18%,0%,-6%,-13%,·,0%,-4%
CC(C)CC(=O)NC(=S)Nc1sc2c(c1C(N)=O)CCC2,i,5%,-3%,?,-39%[inhibitor],-6%,-10%,-6%
Cc1ccccc1OCC(=O)Nc1ccc2c(c1)COC2=O,-3%,6%,-1%,-3%,6%[10 µM],·,-9%,?
CCO[C@@H]1OC(C(=O)NC2CC2)=C[C@H](C2CC2)[C@H]1CCCO,i,-4%,1%,-4%,-12%[10 µM],·,-3%,-2%
CCCN(CCC)CCCNC(=O)Cn1ncc2c3ccccc3n(Cc3ccc(F)cc3)c2c1=O,·,1%,-2%,0%,·,·,2%,4%
COc1ccc(-n2nnnc2SCC(=O)Nc2ccccc2N2CCOCC2)cc1OC,12%,3%,2%,-80%,21%[10 µM],3%,-17%,10µM*
Cc1nc(N2CCN(C(=O)c3ccco3)CC2)c2oc3ccccc3c2n1,-3%,7%,1%,-3%,-32%,4%,-10%,?
Cc1ccc(NC(=O)CNC(=O)c2cccs2)cc1S(=O)(=O)Nc1ccc(Cl)cc1,5%,0%[53 µM],1%[53 µM],3%,-1%[10 µM],-1%,11%,17%
Cc1cccc(C)c1NS(=O)(=O)c1ccc(OCCNS(C)(=O)=O)cc1,-4%,-2%,-3%,-2%,-25%,·,-13%,-3%
Cc1ccc(C)c(N2CCN(C(=O)C3CCC(CNS(=O)(=O)c4ccc(Br)s4)CC3)CC2)c1 (centres undefined),·,3%,-2%,-8%,·,·,-2%,-8%
COc1ccccc1Nc1nc(N)nc(CSC(=S)N2CCCCC2)n1,19%,0%,-3%,?,2%[10 µM],·,?,-13%
COCCOCCn1c(CCCO)nc2ccccc21,-6%,-7%,-2%,-1%,-8%,12%[11.4 µM],1%,0%
CCOC(=O)C(NC(=O)C1CCCN1C(=O)OCc1ccccc1)C(=O)OCC (centres undefined),-2%,-11%,-1%,4%,-5%[10 µM],-2%,3%,-5%
CCOC(=O)N1CCN(c2c(NCc3ccc(N(C)C)cc3)c(=O)c2=O)CC1,-7%,-9%,0%,3%,12%,·,-10%,-14%
C/C(=N/NC(=O)CCc1ccccc1)c1ccco1,i,2%,2%,5%,·,13%,7%,-2%
CCN1CCN(C(=O)c2c(C)nn(-c3ccc(F)cc3)c2-n2cccc2)CC1,·,-2%,-1%,0%,·,·,-7%,-2%

# (continued)
SMILES,RECQ1 inh,TRb-SRC2 inh,TR SRC2 fluor cs,Tau fibril FP,HTT cytoprotect,L3MBTL1 block,Tau fluor cs,Tau fibril ThT
CC(=O)c1ccc(-n2nnnc2SCC(=O)Nc2sc(C)c(C)c2C#N)cc1,0%,3%,-4%,10%,11%[10 µM],?,-25%,?
CCOc1cc(C(=S)N2CCCCC2)ccc1OS(=O)(=O)c1ccc(Br)cc1,i,-5%,0%,-7%,-21%,-5%,-19%,-10%
CCn1c(C(=O)O)c(CC(=O)NC2CCCCCC2)c2ccccc21,-12%,-8%,-3%,-3%,16%,·,-4%,-9%
Cc1occc1C(=O)NNC(=O)c1ccc(Br)o1,-3%,2%,1%,8%,·,8%,6%,3%
CCn1cc(CNC(=O)CSc2nc(-c3ccc(OC)c(OC)c3)cc(C(F)(F)F)n2)c(C)n1,-13%,-3%,2%,4%,-10%[1.9 µM],-2%,-5%,-10%
Nc1nc(NCCO)nc(NCC2CCCO2)c1[N+](=O)[O-] (centres undefined),-1%,2%,-4%,-5%,·,4%,-6%,-8%
O=c1oc2ccc(Cl)cc2cc1-c1cn2c(n1)sc1ccccc12,·,-1%,?,9%,·,·,6%,-7%
COc1cccc(/C=C2\SC(=S)N(N3CCOCC3)C2=O)c1OC,-4%,3%,-15%,-5%,3%[1.9 µM],?,-11%,?
Cc1cc(C(=O)CSc2nnc(-c3ccc(Cl)cc3)n2CC2CCCO2)c(C)n1C (centres undefined),-13%,-7%,-1%,-10%,-7%,-7%,-14%,?
O=C(Cn1nnc(-c2ccccc2NC(=O)c2ccccc2)n1)Nc1ccc2c(c1)OCCO2,-15%,0%,1%,?,-43%[inhibitor],-2%,-23%,?
Cc1ccc(NC(=O)N2CCCN(Cc3ccc(F)cc3)C2)cc1C,i,-5%,-1%,-1%,-24%,-3%,-29%,-7%
Clc1cccc(N2CCN(Cc3nnc(-c4ccccc4)o3)CC2)c1,-1%,6%,-1%,2%,-20%,·,-4%,-14%
O=C(OCCO)c1ccccc1O,-2%,-3%,0%,9%,-33%,·,1%,-2%
CCn1cc([C@@H]2C[C@H]3CN(Cc4cccc(Cl)c4)C(=O)[C@]34CCCN24)cn1,i,-5%,-7%,0%,3%,12%,-2%,2%
Cc1c(C)n(C(=O)CSc2nc3ccccc3[nH]2)c2ccccc12,8.9µM*,4%,-1%,-4%,?,·,-27%,-11%
CCOC(=O)NC(=O)CSc1nnnn1-c1ccc(Cl)cc1,i,3%,4%,8%,-6%[10 µM],7%,2%,-1%
N#Cc1ccc(Oc2ccc(C(F)(F)F)cc2NC(=O)c2ccc(F)cc2)cc1,-12%,7%,3%,-9%,23%[10 µM],24%,-22%,9%
O=C(/C=C/c1ccc(Cl)cc1)NC(=S)Nc1ccc(N2CCOCC2)c(Cl)c1,-9%,5%,-3%,6%,-19%[10 µM],14%,-13%,?
Cc1cc2c(nc1C)CCCN2C[C@@H](O)CN1CCN(C)CC1,-4%[11.5 µM],-1%[11.2 µM],-4%[11.2 µM],-4%[11.6 µM],-8%[10 µM],·,-4%[11.6 µM],-8%[11.5 µM]
CC1CCN(c2ccc(S(=O)(=O)NC3=NCCCCC3)cc2[N+](=O)[O-])CC1,-4%,-3%,-4%,7%,-8%,-9%,-11%,-24%
Cc1cccc(-c2noc(CSc3ccccc3)n2)c1,6%,2%,-2%,-3%,8%,68%[activator],-15%,-14%
COc1ccc(OCC(=O)c2c[nH]c3ccccc23)cc1,-5%,6%,-2%,10%,-85%[inhibitor],·,-9%,?
CCOc1cccc2sc(Cl)nc12,7%,-1%,-5%,3%,15%[10 µM],-5%,9%,1%
O=[N+]([O-])c1ccccc1OCCCCN1CCCCC1,16%,-3%,1%,0%,1%,-5%,2%,-3%
CCOC(=O)c1[nH]c(C)c(CCC(=O)N2CCN(c3cccc(C)c3C)CC2)c1C,·,-9%,-2%,0%,·,·,-13%,?

# Gathered by group, the compounds so far with bromine (three)
SMILES,RECQ1 inh,TRb-SRC2 inh,TR SRC2 fluor cs,Tau fibril FP,HTT cytoprotect,L3MBTL1 block,Tau fluor cs,Tau fibril ThT
Cc1ccc(C)c(N2CCN(C(=O)C3CCC(CNS(=O)(=O)c4ccc(Br)s4)CC3)CC2)c1 (centres undefined),·,3%,-2%,-8%,·,·,-2%,-8%
CCOc1cc(C(=S)N2CCCCC2)ccc1OS(=O)(=O)c1ccc(Br)cc1,i,-5%,0%,-7%,-21%,-5%,-19%,-10%
Cc1occc1C(=O)NNC(=O)c1ccc(Br)o1,-3%,2%,1%,8%,·,8%,6%,3%

# Further results follow.
SMILES,RECQ1 inh,TRb-SRC2 inh,TR SRC2 fluor cs,Tau fibril FP,HTT cytoprotect,L3MBTL1 block,Tau fluor cs,Tau fibril ThT
CCCc1cc(=O)[nH]c(Nc2ccc3c(c2)OCCO3)n1,i,2%,2%,9%,·,?,-23%,-7%
N#C/C(=C\c1ccc(Sc2ccc(Cl)cc2)o1)c1nc2ccccc2[nH]1,-16%,-10%,4%,?,-7%[10 µM],-8%,7.1µM*[quencher],?
COc1ccc(NC(=O)C2CCC(CNc3c(N4CCCCC4)c(=O)c3=O)CC2)cc1OC (centres undefined),-11%,-1%,-6%,3%,-7%,·,-8%,-6%
CN(C1CCS(=O)(=O)C1)S(=O)(=O)c1ccc(C2CCCCC2)cc1 (centres undefined),-9%,-6%,-11%,4%,-14%,·,2%,0%
CCCCC(=O)Nc1ccc(F)c(Cl)c1,-18%,-4%,-3%,3%,-9%[10 µM],2%,-2%,-4%
CCOc1ccc(NC(=O)N2CCC(c3nc4ccccc4o3)CC2)cc1,?,-5%,-1%,1%,-22%,·,-23%,?
O=C(COC(=O)c1cc(NS(=O)(=O)c2cccs2)ccc1O)Nc1cc(Cl)ccc1Cl,i,-4%,-3%,-14%,·,-5%,-26%,2%
N/C(=N\OC(=O)c1cccc(Cn2cc(C(F)(F)F)ccc2=O)c1)c1ccccc1,6%,-1%,0%,-3%,15%[10 µM],13%,-24%,?

# Screening results: PubChem BioAssay, National Center for Advancing Translational Sciences (NCATS)
